Screens as filed in PubChem BioAssay.
Nrf2 inh – blocks Nrf2 signaling | A549 ARE-Fluc reporter, luciferase luminescence, 18-24 h | AID 504444 | Potency, µM (doses to about 46 µM), without a hit: top-dose activity change, negative = inhibition, most hits filed as inhibitors | 360,000 tested, 2.1% active; note: potency is the fitted concentration of half-maximal effect; % is set by controls: 0 for no effect and ±100 for the full control effect; nearly all actives have a fitted effect of over 60% in size
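A549 ARE_Fluc cells, 5000/well, 5% FBS OPTI-MEM; compounds in dose-response, 18-24 h at 37 °C/5% CO2; CellTiter-Fluor viability read (Ex 405/Em 525), then BugLite luciferase luminescence = Nrf2 activity.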
HepG2 viability – HepG2 cytotoxicity, counter-screen for TGF-b inhibitors. HepG2 CAGA-GFP viability, ATP luminescence, 18 h. Potency, µM (doses to about 46.1 µM), for inactives: at the top dose activity change, negative = cytotoxicity, most hits filed as cytotoxic. 410,000 tested, 0.76% active; note: potency is the fitted concentration of half-maximal effect; some results filed as inactive show a strong effect at the top dose
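CellTiter-Glo luminescence gave cytotoxicity after 18 hours at 37 degrees C. The cells were HepG2 CAGA-GFP in 1% FBS DMEM, stimulated with 500 pg/mL TGF-beta after compound addition. %Activity was normalised to no-cell wells (complete cell-killing) and DMSO (no toxicity), and curves were fitted and classified.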
TGFb SMAD3 inh – TGF-b pathway inhibition; HepG2 CAGA-GFP TGF-b/SMAD3 reporter, GFP fluorescence, 18 h; TGF-beta stimulated, 500 pg/mL final; Potency, µM (doses to about 46.1 µM), for the others: at the top dose activity, negative = inhibition, usual class: inhibitors; 410,000 tested, 1.2% active; note: potency is the fitted concentration of half-maximal effect; % is set by controls: 0 for no effect and ±100 for the full control effect; nearly all actives have a fitted effect of over 65% in size
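Read-out: total well GFP (ex488/em500-530) summed from mean per-cell fluorescence. Cells: HEPG2 CAGA-GFP, 1% FBS DMEM, 18 h at 37 degrees C with 500 pg/mL final TGF-beta. Unstimulated wells served as the full-inhibition control; stimulated DMSO wells = 0%.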
MmCpn inh – inhibitors of Methanococcus maripaludis chaperonin (MmCpn); 330,000 tested, 0.031% active; Potency, µM (top dose mostly 76.9 µM), inactives show top-dose activity, negative = inhibition, actives largely listed as inhibitors; purified Mm-Cpn ATPase, ADP Transcreener TR-FRET; note: potency is the fitted concentration of half-maximal effect; % is set by controls: 0 for no effect and ±100 for the full control effect; nearly all actives have a fitted effect of over 80% in size
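Purified archaeal Mm-CPN (25nM final) preincubated 10 min at 37degC with compound, then 10uM ATP for 30 min at 37degC; ADP measured by HTRF Transcreener TR-FRET; buffer 30 mM TRIS pH 7.4, 100mM KCl, 5mM MgCl2, 1mM DTT.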
CCT chaperon mod – cytosolic chaperonin activity modulation; purified chaperonin ATPase assay, HTRF ADP detection, 30 min; activity change, % (test concentration not listed), hits read low; 360,000 tested, 0.3% active; AID 651819; in the data active = activity change below about -30%; note: % is set by controls: 0 for no effect and ±100 for the full control effect
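Enzyme 40 or 20 nM (batch-dependent) in Tris pH 7.4/KCl/MgCl2/DTT; cpd 76 uM single point; ATP 10 uM; 30 min 37 °C; Transcreener ADP HTRF detection, 30 min RT; ratio 665/615.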
Abeta rescue – compounds reversing amyloid beta toxicity in yeast; yeast expressing A-beta42, growth rescue, OD600, 48 h; response scale: 0% DMSO, 100% iron-clioquinol control; Potency, µM (titrated, usually from 46.1 µM), inactives show at the highest dose growth rescue, most hits filed as activators; 410,000 tested, 0.063% active; AID 1347071; note: potency is the fitted concentration of half-maximal effect; nearly all actives have a fitted effect of over 55% in size
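Yeast growth medium received pinned compounds, then yeast cells expressing toxic A-beta were added; plates incubated at 30 C for 48 hr. Growth read as absorbance at 600 nm, normalized to DMSO and equimolar FeCl3 plus clioquinol controls.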
pAkt inh – Akt phosphorylation inhibition. Neuro2A IGF-stimulated pAkt S473 HTRF, 20 min; stronger effect = lower value. activity change, % for hits at 50 µM. 360,000 tested, 0.32% active. AID 651550; in the data active = activity change below about -80%; inconclusive = mostly about -51% to -80%; note: % is set by controls: 0 for no effect and ±100 for the full control effect
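Neuro2A cells (4,500/well, DMEM with 0.5% FBS) were treated with compound at a single 50 µM final concentration, stimulated with 6 nM IGF for 20 min at 37 °C, and lysed. Phospho-Akt Ser473 was read by HTRF as 665/615 ratio ×10^4.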
Nrf2 activator – activators of Nrf2 (ARE) signaling; AREc32 ARE-luciferase reporter (MCF7-derived line), luminescence, 24 h; Potency, µM (doses to about 46.1 µM), for inactives: at the highest dose activation, actives largely listed as activators; 410,000 tested, 0.31% active; AID 624171; note: potency is the fitted concentration of half-maximal effect; % of control where 0% means no effect; nearly all actives have a fitted effect of over 65% in size
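Luciferase luminescence (Steady-Glo, 30 min at room temperature) served as the read-out of ARE activation in AREc32 cells treated with compounds for 24 hr at 37 deg C.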
A549 viability – kills or reduces viability of A549 cells in Nrf2 counter-screen; A549 ARE-Fluc cells, CellTiter-Fluor viability, 18-24 h; Potency, µM (highest dose often 46 µM), for inactives: at the top dose activity change, negative = cytotoxicity, most hits filed as inhibitors; 390,000 tested, 0.16% active; note: potency is the fitted concentration of half-maximal effect; % is set by controls: 0 for no effect and ±100 for the full control effect
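A549 ARE-Fluc cells in 5% FBS OPTI-MEM, 5000 cells/well, rested 2 h then exposed to compounds in concentration-response for 18-24 h at 37 °C. Viability by CellTiter-Fluor fluorescence (Ex 405/Em 525) after 30 min; luciferase luminescence (BugLite, 15 min, RT) read afterwards.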
Active calls of the source: *; i = inactive; u = inconclusive; x = no result given; [ ] = remark or other dose. Unless noted, calls come from the whole dose curve; as a rule, active = well fitted curve in the direction sought with a large enough effect; inconclusive = small, poorly fitted or top-dose-only effect, or another doubt; inactive = no such curve, though single readings can be large; an effect the other way counts as inactive or inconclusive.

SMILES	Nrf2 inh	HepG2 viability	TGFb SMAD3 inh	MmCpn inh	CCT chaperon mod	Abeta rescue	pAkt inh	Nrf2 activator	A549 viability
COc1ccc(-n2c3c(cc(C(=O)N4CCCCC4)c2=O)C(=O)CC(C)(C)C3)cc1	-3%	8%	-2%	-2%	-1.7	3%	i	0.4%	-1%
O=C(Oc1ccccc1C(=S)N1CCCCC1)c1cc([N+](=O)[O-])cc([N+](=O)[O-])c1	1%	-10%	2%	-8%	0.2	-11%	i	-0.6%	-5%
Cc1ccc(C(=O)Nc2c3c(nn2C(C)(C)C)CS(=O)(=O)C3)cc1[N+](=O)[O-]	-8%	-8%	-2%	-1%	-4.5	23%	i	-0.2%	0%
CCOC(=O)/C=C/C(=O)OCC(=O)NCc1ccccc1	-30%	-36%	-3%	u	0.4	-34%[inhibitor]	i	22%	u
O=C1CCC(C(=O)N2CCCC2)CN1CCc1cccc(F)c1 (stereo unspecified)	3%	2%	12%	0%	-0.2	0%	i	-0.7%	-4%
Cc1ccc(Cl)c(OC(=O)Cn2cnc3c2c(=O)n(C)c(=O)n3C)c1	-4%	10%	2%	1%	-1.0	-6%	i	0.0%	3%
Nc1nc(SCc2ccccc2)sc1C(=O)N1CCCCC1	x	-19%	0%	x	1.3	5%	i	0.6%	x
Cc1ccc(-n2nc(C(=O)NN)c(C)c(C#N)c2=O)cc1Cl	u	16%	u	-1%	1.1	-6%	i	-0.8%	2%
COc1cc(N)ccc1-c1cc2ccccc2oc1=O	-8%	-12%	-3%	-3%	-0.6	-4%	i	3.2%	-12%
CCN(CC)c1ccc(-c2nc(-c3ccncc3)no2)cc1[N+](=O)[O-]	-5%	-20%	u	x	x	-15%	x	5.5%	4%
Cc1ccc2c(c1)c1c(c(=O)n(-c3ccccc3C)c(=O)n1CC(=O)NCCC1=CCCCC1)n2C	16%	-1%	2%	x	x	0%	x	-0.7%	9%
CC(C)NC(=O)N1CCOCCOCCN(C(=O)NC(C)C)CCOCCOCC1	x	-2%	5%	0%	0.3	-1%	i	0.0%	3%
O=C(NCCc1ccco1)C(=O)NCC1OCCCN1S(=O)(=O)c1ccc(Cl)cc1 (stereo unspecified)	-12%	8%	u	-8%	0.1	-8%	i	1.0%	-1%
NS(=O)(=O)c1ccc(NC(=O)CSc2nc3ccccc3[nH]2)cc1	3%	-2%	14%	-1%	1.9	4%	i	-0.7%	2%
Cc1ccc(CN2C(=O)N(c3ccccc3)C(=O)C2CC(=O)Nc2ccccc2)cc1 (stereo unspecified)	5%	-1%	28%	x	x	5%	x	0.2%	2%
Cc1cccc(C)c1-n1nnnc1C1c2ccccc2C(=O)N1CCCN1CCOCC1 (stereo unspecified)	x	x	x	x	-1.2	1%	i	0.5%	x
O=C(Nc1ccc(F)cc1F)N1CCN(C(=O)c2ccco2)CC1	3%	8%	10%	1%	-1.4	-2%	i	0.1%	-2%
Cc1ccc(OCCn2c(-c3ccc(Cl)cc3)nc3ccccc3c2=O)c(C)c1	5%	-19%	10%	x	x	-6%	x	0.0%	11%
CCOc1cccc(/C=N/NC(=S)Nc2ccccc2[N+](=O)[O-])c1O	u	-47%	u	-21%	3.9	14%	i	-0.1%	-11%
CCN(CC(=O)Nc1ccc(NC(C)=O)cc1)C(=O)c1ccc(N2CCCC2)c([N+](=O)[O-])c1	7%	5%	22%	-2%	1.1	12%	i	-0.7%	2%
O=C(N/N=C/c1cccnc1)c1cc(-c2ccc(Cl)cc2)nc2ccccc12	u	-19%	-9%	x	-0.8	15%	i	0.4%	0%
Cc1nn(CC(O)CN2c3ccccc3Sc3ccccc32)c(C)c1Br (stereo unspecified)	11%	-121%	13µM*	-14%	2.5	u	i	-0.5%	-2%
CCCCOc1c(Cl)cc(C(=O)N(C)CC(=O)Nc2ccc(N3CCOCC3)cc2)cc1OCC	3%	1%	1%	-2%	-3.5	0%	i	0.4%	-2%
COc1ccc(N(CC(=O)NC(C)(C)C)C(=O)c2ccco2)cc1	-9%	-2%	5%	0%	3.3	0%	i	-0.2%	-9%
Cc1cc(N2CC(=O)N(CCc3ccccc3)C(=O)C2)n2ncnc2n1	4%	3%	7%	x	-1.6	-4%	i	0.0%	-5%

Full records from above.
CCCCOc1c(Cl)cc(C(=O)N(C)CC(=O)Nc2ccc(N3CCOCC3)cc2)cc1OCC across the screens: Nrf2 inh = 3%; HepG2 viability = 1%; TGFb SMAD3 inh = 1%; MmCpn inh = -2%; CCT chaperon mod = -3.5; Abeta rescue = 0%; pAkt inh = i; Nrf2 activator = 0.4%; A549 viability = -2%
Cc1ccc(C(=O)Nc2c3c(nn2C(C)(C)C)CS(=O)(=O)C3)cc1[N+](=O)[O-] across the screens: Nrf2 inh = -8%; HepG2 viability = -8%; TGFb SMAD3 inh = -2%; MmCpn inh = -1%; CCT chaperon mod = -4.5; Abeta rescue = 23%; pAkt inh = i; Nrf2 activator = -0.2%; A549 viability = 0%

(next part)
SMILES	Nrf2 inh	HepG2 viability	TGFb SMAD3 inh	MmCpn inh	CCT chaperon mod	Abeta rescue	pAkt inh	Nrf2 activator	A549 viability
CC(C)(C)NC(=O)c1ccc(Sc2ccccc2)c([N+](=O)[O-])c1	x	-4%	u	-3%	0.1	19%	i	8.6%	3%
COc1ccc(/C=C/C(=O)NCCN2CCOCC2)cc1OC	-12%	6%	20%	-1%	1.8	1%	i	0.0%	-7%
COc1ccc(C(=O)Nc2ccccc2C(=O)NCC2CCCO2)cc1 (stereo unspecified)	6%	-13%	1%	0%	-1.0	1%	i	3.1%	-6%
NC(=O)NC(=O)CSc1nnc(-c2ccco2)n1Cc1ccccc1	14%	-1%	8%	0%	1.3	-16%	i	0.0%	2%
Cc1cccc(OCCCC(=O)Nc2ccc(N3CCOCC3)cc2)c1	u	8%	-14%	-2%	-2.7	16%	i	-0.7%	6%
C/C(=N\NC(=O)CSc1nc2nc(C)cc(C)n2n1)c1ccccc1	-9%	-4%	0%	x	-1.0	-1%	i	2.6%	-8%
CC(C)[C@H](NC(=O)Cc1ccccc1)C(=O)OCc1cc(=O)n2c(n1)sc1ccccc12	1%	-25%	16µM*	-4%	2.6	1%	i	0.3%[9.22 µM]	0%
Cc1cc(NC(=O)CSc2nnnn2-c2ccccc2F)no1	-9%	-3%	15%	3%	-2.1	-20%	i	-0.9%	-1%
CCOC(=O)C1=C(CC)Nc2ccccc2N=C1NC(=O)c1cc(S(=O)(=O)N(C)C)ccc1Cl	5%	-8%	-18%	2%	-2.3	-2%	i	5.3%	2%
NC(N)=N/N=C/c1ccc(Cl)c(Cl)c1	4%	13µM*	u	0%	0.0	-21%	i	-0.3%	0%
CCN1CCN(c2cc(C)c3cc(NC(=O)/C=C/c4ccc(OCCC(C)C)cc4)ccc3n2)CC1	9%[9.27 µM]	-5%	33%[activator]	x	x	-14%	x	0.1%	3%
CCOC(=O)C1CCN(C(=O)CCc2nnc3ccc(NCc4ccco4)nn23)CC1	14%	6%	1%	1%	2.7	9%	i	u	2%
CCN1CCCc2cc(CN(CCN3CCOCC3)C(=S)Nc3ccccc3C)ccc21	u	-19%	-2%	0%	0.7	4%	i	-0.7%	0%
CC(Sc1ccc(Cl)cc1)C(=O)NCC1CCCO1 (stereo unspecified)	x	-5%	-1%	0%	-2.8	-1%	i	0.3%	-2%
Fc1ccc(-c2cn3ccccc3n2)cc1	u	-32%	-4%	1%	1.3	-19%	i	u	12%
O=C(OCCOc1ccccc1)c1cc(S(=O)(=O)N2CCOCC2)ccc1Cl	18%	-14%	1%	1%	-1.8	4%	i	-0.5%	u
CCOC(=O)CN(C)C(=O)CCc1nnc(-c2ccsc2)o1	u	1%	23%	2%	1.4	0%	i	-0.6%	2%
O=C(Nc1ccccc1F)c1oc2ccccc2c1NC(=O)c1c(F)cccc1F	-7%	-33%	u	x	x	4%	x	0.2%	-3%
CCOc1ccc(CCNC(c2nnc(-c3ccccc3)o2)c2ccccc2Cl)cc1OCC (stereo unspecified)	u	-12%	u	x	x	-19%	x	9.7%	-15%
Cc1c(C(=O)N/N=C/c2cccnc2)sc(N)c1C#N	u	6.3µM*	10µM*	-9%	-0.8	-4%	i	u	-3%
O=C(Nc1nnc(S(=O)(=O)N2CCOCC2)s1)c1ccccc1	16%	-6%	6%	-1%	1.0	2%	i	-0.1%	-10%
CCc1ccc(CN(C)C(=O)C2CCC(=O)N(CC3CCCCC3)C2)cc1 (stereo unspecified)	-2%	-33%	u	-2%	1.3	4%	i	4.3%	0%
CC(C)(C)c1ccc(S(=O)(=O)Nc2ccc(Cc3ccncc3)cc2)cc1	9.2µM*	-33%	u	-2%	-0.9	2%	i	5.2%	u
CCc1nc2ccccc2c(C(=O)OCC(=O)NC2CCCC2)c1C	u	-3%	2%	0%	0.6	6%	i	-0.2%	1%
CN(CC(=O)Nc1ccc(S(=O)(=O)N2CCCC2)cc1)Cc1ccc(Cl)c(Cl)c1	u	-51%	u	1%	0.2	0%	i	-0.4%[9.22 µM]	9%
Cc1cc(C(=O)NC2CCCc3ccccc32)c(C)o1 (stereo unspecified)	1%	-6%	-2%	2%	-2.4	-23%	i	-0.1%	10%
CC(=NNC(=O)CSCC(=O)NN=C(C)c1ccccc1)c1ccccc1	u	-12%	u	x	0.2	2%	i	2.7%	2%

This is a random part of the collection; any-hit rate near 4.3%.
